Screening data deposited in PubChem BioAssay by National Center for Advancing Translational Sciences (NCATS).
MCF10A rereplic: A quantitative high throughput screen for small molecules that induce DNA re-replication in MCF 10a normal breast cells. MCF 10A DNA re-replication, Hoechst nuclear intensity, 48 h. Potency, µM (doses to about 46.1 µM), inactives show at the top dose activity, positive = re-replication, hits mostly activators. hit rate 2.9% among 350,000. AID 624296, 2012; also: % of control where 0% means no effect; nearly all actives have a fitted effect of over 50% in size
Nrf2 activator: qHTS of Nrf2 Activators; AREc32 ARE-luciferase reporter (MCF7-derived line), luminescence, 24 h; Potency, µM (series often up to 46.1 µM), for inactives: at the highest dose activation, usual class: activators; hit rate 0.31% among 410,000; AID 624171, 2012; also: % of control where 0% means no effect; nearly all actives have a fitted effect of over 65% in size
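AREc32 cells carrying an ARE-driven firefly luciferase reporter were seeded at 1000 cells/well in OPTI-MEM with 5% FBS, then exposed to compound for 24 hr at 37 deg C. Luminescence was read with Steady-Glo after 30 min at RT.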
Nrf2 inh: Nrf2 qHTS screen for inhibitors. A549 ARE-Fluc reporter, luciferase luminescence, 18-24 h. Potency, µM (doses to about 46 µM), inactives show at the top dose activity change, negative = inhibition, hits mostly inhibitors. hit rate 2.1% among 360,000; also: % is scaled to controls: 0 for no effect and ±100 for the full control effect; nearly all actives have a fitted effect of over 60% in size
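Reporter: ARE-Fluc in A549. Exposure: 18-24 h, 37 °C, 5% CO2, 5% FBS OPTI-MEM. Readouts: fluorescent cytotoxicity (CellTiter-Fluor), then luminescent Nrf2 signal after BugLite.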
TGFb inhibitor: qHTS for Inhibitors of TGF-b. HepG2 CAGA-GFP TGF-b/SMAD3 reporter, GFP fluorescence, 18 h; TGF-beta stimulated, 500 pg/mL final. Potency, µM (highest dose often 46.1 µM), for the others: at the top dose activity, negative = inhibition, hits mostly inhibitors. hit rate 1.2% among 410,000. AID 588855, 2011; also: % is scaled to controls: 0 for no effect and ±100 for the full control effect; nearly all actives have a fitted effect of over 65% in size
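Per well, imaged GFP fluorescence of HEPG2 CAGA-GFP cells gives the signal; cells get compound, then TGF-beta (500 pg/mL final), 18 h at 37 degrees C; %Activity versus -TGF-beta and +DMSO controls.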
ATXN viability: Viability Counterscreen for Primary qHTS for Inhibitors of ATXN expression. S2 cells (HEK-293 line with an ATXN2-luciferase reporter) viability, CellTiter-Fluor protease fluorescence, 24 h. Potency, µM (top dose mostly 56.7 µM), usual class: cytotoxic. hit rate 0.49% among 400,000. AID 651635, 2014; also: nearly all actives have a fitted effect of over 40% in size
HepG2 tox: qHTS for Inhibitors of TGF-b: Cytotox Counterscreen; HepG2 CAGA-GFP viability, ATP luminescence, 18 h; Potency, µM (top dose mostly 46.1 µM), without a hit: at the highest dose activity change, negative = cytotoxicity, hits mostly cytotoxic; hit rate 0.76% among 410,000; AID 588856, 2011; also: some results filed as inactive show a strong effect at the top dose
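HepG2 CAGA-GFP cells (1000/well, DMEM with 1% FBS) received compound, then TGF-beta at 500 pg/mL final, and were incubated 18 hours at 37 degrees C. Viability was read by CellTiter-Glo luminescence. Media-only wells were set as complete cell-killing and DMSO as no toxicity.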
A549 viability: Nrf2 qHTS screen for inhibitors: counterscreen for cytotoxicity | Potency, µM (doses to about 46 µM), for inactives: at the top dose activity change, negative = cytotoxicity, hits mostly inhibitors | hit rate 0.16% among 390,000 | AID 504648, 2011 | A549 ARE-Fluc cells, CellTiter-Fluor viability, 18-24 h; also: % is scaled to controls: 0 for no effect and ±100 for the full control effect
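A549 ARE_Fluc cells in 5% FBS OPTI-MEM were exposed to compounds in concentration-response for 18-24 h at 37 deg C. Viability was read by CellTiter-Fluor fluorescence (Ex 405/Em 525) after 30 min, before the luciferase read.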
ATXN2 expr inh: Primary qHTS for Inhibitors of ATXN expression | HEK-293 ATXN2-luciferase reporter, luminescence, 24 h | Potency, µM (top dose mostly 57 µM), inactives show top-dose activity change, negative = inhibition, actives largely listed as inhibitors | hit rate 0.72% among 360,000 | AID 1745845, 2022; also: % is scaled to controls: 0 for no effect and ±100 for the full control effect; nearly all actives have a fitted effect of over 55% in size
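qHTS (up to 57 uM final) was run with 24 h compound exposure of reporter cells at 37 °C. Each well was multiplexed: SteadyGlo luminescence measured ATXN2-luciferase expression after a fluorogenic Gly-Phe-AFC viability readout (25 uM final).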
EPAC2 antagonist: qHTS for Antagonist of cAMP-regulated guanine nucleotide exchange factor 2 (EPAC2): primary screen; EPAC2 GEF exchange of Rap1B-BODIPY-GDP, fluorescence; Potency, µM (doses to about 114 µM), without a hit: at the highest dose activity, negative = inhibition, actives largely listed as inhibitors; hit rate 0.18% among 360,000; also: % is scaled to controls: 0 for no effect and ±100 for the full control effect; nearly all actives have a fitted effect of over 45% in size; many of its hits are not listed in these tables
Target sequence (Q8WZA2 whole entry, looked up): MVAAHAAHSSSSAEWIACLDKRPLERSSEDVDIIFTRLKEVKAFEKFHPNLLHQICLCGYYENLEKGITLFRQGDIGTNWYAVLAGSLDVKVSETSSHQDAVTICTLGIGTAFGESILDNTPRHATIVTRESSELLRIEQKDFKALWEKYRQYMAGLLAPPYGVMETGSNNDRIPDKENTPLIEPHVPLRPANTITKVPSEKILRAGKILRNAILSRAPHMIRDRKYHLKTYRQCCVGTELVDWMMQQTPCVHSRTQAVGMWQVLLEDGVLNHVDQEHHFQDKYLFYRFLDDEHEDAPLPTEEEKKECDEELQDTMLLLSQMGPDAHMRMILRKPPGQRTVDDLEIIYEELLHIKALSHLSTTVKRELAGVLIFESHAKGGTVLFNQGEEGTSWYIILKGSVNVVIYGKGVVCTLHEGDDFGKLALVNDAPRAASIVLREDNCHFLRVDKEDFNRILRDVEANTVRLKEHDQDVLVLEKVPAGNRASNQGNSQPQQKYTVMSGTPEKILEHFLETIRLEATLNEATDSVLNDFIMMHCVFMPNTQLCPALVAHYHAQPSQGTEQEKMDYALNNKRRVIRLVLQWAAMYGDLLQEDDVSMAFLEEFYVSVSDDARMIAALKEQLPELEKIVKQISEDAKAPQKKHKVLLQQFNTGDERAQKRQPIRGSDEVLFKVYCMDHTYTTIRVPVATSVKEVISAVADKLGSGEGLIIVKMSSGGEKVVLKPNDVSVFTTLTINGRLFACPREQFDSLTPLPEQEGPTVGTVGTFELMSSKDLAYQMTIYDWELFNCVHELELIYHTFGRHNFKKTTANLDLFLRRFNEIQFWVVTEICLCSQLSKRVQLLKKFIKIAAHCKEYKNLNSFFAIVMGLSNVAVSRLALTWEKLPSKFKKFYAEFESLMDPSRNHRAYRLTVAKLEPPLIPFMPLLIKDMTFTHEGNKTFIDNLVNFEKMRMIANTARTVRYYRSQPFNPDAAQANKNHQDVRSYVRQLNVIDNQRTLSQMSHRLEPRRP
Active calls of the source: *; i = inactive; u = inconclusive; x = not tested or not shown; [ ] = another dose, or the depositor's remark. Calls follow the shape of the dose curve; as a rule, active = well fitted curve in the direction sought with a large enough effect; inconclusive = small, poorly fitted or top-dose-only effect, or another doubt; inactive = no such curve, though single readings can be large; an effect the other way counts as inactive or inconclusive. Potency is read from the fitted curve at half-maximal effect.

Letter code: A = MCF10A rereplic; B = Nrf2 activator; C = Nrf2 inh; D = TGFb inhibitor; E = ATXN viability; F = HepG2 tox; G = A549 viability; H = ATXN2 expr inh; I = EPAC2 antagonist
> C=CCNC(=O)CC1C(=O)NCCN1Cc1c(F)cccc1Cl (configuration not stated)
  A: -6%; B: 0.5%; C: u; D: 0%; E: i; F: -9%; G: u; H: x; I: -11%[57.1 µM]

> CCCCN(CC)Cc1ccc(CNC(=S)Nc2cccc(F)c2)o1
  A: -4%; B: 0.7%; C: -19%; D: -16%; E: u; F: -18%; G: 0%; H: -17%; I: 3%

> C=CC[C@@H](CC(=O)N(CCO)Cc1ccccc1)C(=O)N[C@@H](C)COC(=O)[C@@H](CC=C)Cc1ccc(F)cc1
  A: -32%; B: 4.7%; C: 10%; D: -22%; E: i; F: -15%; G: 1%; H: -13%; I: -8%

> COCCNC(=O)[C@@]1(C)C=C[C@@H](Cc2ccccc2)N1C(=O)c1ccccc1
  A: 12%; B: 4.6%; C: u; D: 3%; E: i; F: 2%; G: -10%; H: 39%; I: 6%

> CCC(=O)N1CCc2cc(Br)cc(S(=O)(=O)Nc3ccc(C)cc3C)c21
  A: x; B: 0.5%; C: x; D: -15%; E: x; F: -1%; G: 2%; H: x; I: x

> COc1ccc(CCN2Cc3c(cccc3[N+](=O)[O-])C2=O)cc1OC
  A: -1%; B: 0.2%; C: u; D: 1%; E: i; F: -1%; G: 9%; H: -33%; I: -1%

> O=C(OCc1nnc(-c2ccccc2)o1)c1ccc2ccccc2n1
  A: 0%; B: 10%; C: 10%; D: 12%; E: i; F: 1%; G: 3%; H: 5%; I: 14%

> CN1CCN(CC(=O)Nc2cc(N3CCOCC3)ccc2[N+](=O)[O-])CC1
  A: 5%; B: 0.4%; C: 4%; D: -11%; E: i; F: -2%; G: -6%; H: -14%; I: -6%

> Cc1ccc(S(=O)(=O)N2CCN(c3nc(-c4cccs4)nc4cccnc34)CC2)cc1
  A: x; B: x; C: 6%; D: 7%; E: x; F: 4%; G: -1%; H: x; I: x

> Cc1cccc(NC(=O)c2cc(NC(=O)C3CC=CCC3C(=O)O)ccc2N2CCOCC2)c1 (configuration not stated)
  A: -3%; B: -0.2%; C: 0%; D: u; E: i; F: -18%; G: 16%; H: 0%; I: 5%

A different layout for some results above:
Sequence of screens – MCF10A rereplic, Nrf2 activator, Nrf2 inh, TGFb inhibitor, ATXN viability, HepG2 tox, A549 viability, ATXN2 expr inh, EPAC2 antagonist
- CCC(=O)N1CCc2cc(Br)cc(S(=O)(=O)Nc3ccc(C)cc3C)c21
    x, 0.5%, x, -15%, x, -1%, 2%, x, x
- COc1ccc(CCN2Cc3c(cccc3[N+](=O)[O-])C2=O)cc1OC
    -1%, 0.2%, u, 1%, i, -1%, 9%, -33%, -1%
- O=C(OCc1nnc(-c2ccccc2)o1)c1ccc2ccccc2n1
    0%, 10%, 10%, 12%, i, 1%, 3%, 5%, 14%
- CN1CCN(CC(=O)Nc2cc(N3CCOCC3)ccc2[N+](=O)[O-])CC1
    5%, 0.4%, 4%, -11%, i, -2%, -6%, -14%, -6%
- Cc1ccc(S(=O)(=O)N2CCN(c3nc(-c4cccs4)nc4cccnc34)CC2)cc1
    x, x, 6%, 7%, x, 4%, -1%, x, x

Other compounds follow.
Letter code: A = MCF10A rereplic; B = Nrf2 activator; C = Nrf2 inh; D = TGFb inhibitor; E = ATXN viability; F = HepG2 tox; G = A549 viability; H = ATXN2 expr inh; I = EPAC2 antagonist
> Cc1ccc(CN2CCC(CNC(=O)Nc3ccc(C)c(C)c3)C2)cc1 (configuration not stated)
  A: x; B: 7.7%; C: 14%; D: u; E: i; F: -78%; G: -9%; H: u; I: x

> Cc1nc2ncnn2c(N2CCCC(C(=O)Nc3ccc4c(c3)CCC4)C2)c1C (configuration not stated)
  A: 4%; B: 1.0%; C: x; D: -16%; E: i; F: -34%; G: -8%; H: u; I: 1%

> O=C(Cn1cnc2c(nnn2Cc2ccccc2F)c1=O)NCC1CCCO1 (configuration not stated)
  A: -2%; B: -0.5%; C: 11%; D: -1%; E: i; F: 20%; G: 0%; H: 5%; I: -2%

> COc1ccc(CN(C)Cc2nc3cc(OC)c(OC)cc3c(=O)[nH]2)c(OC)c1
  A: -14%; B: -0.5%; C: -19%; D: -2%; E: i; F: -4%; G: 4%; H: -8%; I: -4%

> O=C(/C=C/c1ccccc1)Nc1ccc(C(=O)N2CCCCC2)cc1
  A: -1%; B: 3.1%; C: -22%; D: 0%; E: i; F: 2%; G: -1%; H: -4%; I: 1%

> O=C(CCC(=O)n1ncc2ccccc21)NCc1ccccc1Cl
  A: -1%; B: 1.7%; C: 12%; D: -5%; E: u; F: -20%; G: 7%; H: -20%; I: -5%

> Cc1cc(NC(=S)NC(=O)C2CC2)ccc1Br
  A: u; B: 5.5%; C: u; D: 4µM*; E: i; F: -2%; G: 5%; H: 71%[activator]; I: -11%

> Cc1ccc(CNC(=O)c2oc3c(c2C)-c2nn(Cc4ccc(Cl)cc4)cc2CC3)cc1
  A: x; B: 3.5%; C: 6%; D: 0%; E: x; F: -15%; G: 8%; H: x; I: x

> CCC1=NN(C(=O)c2ccc([N+](=O)[O-])cc2)C(O)(c2ccccc2)C1 (configuration not stated)
  A: -7%; B: -0.3%[9.22 µM]; C: u; D: u; E: 28µM*; F: 13µM*; G: u; H: u; I: 18%

> CCOc1ccc(NC(=O)c2oc3ccccc3c2NC(=O)c2cc(C)cc(C)c2)cc1
  A: x; B: -0.4%; C: -10%; D: u; E: i; F: -4%; G: -4%; H: 7%; I: x

> COc1ccc(-c2nc(CN(C)C(C)c3ccon3)c(C)o2)c(C)c1C (configuration not stated)
  A: u; B: 1.7%; C: u; D: 1%; E: i; F: -31%; G: -4%; H: u; I: -14%

> O[C@H]1C[C@H](c2ccc(Cl)cc2)N(Cc2cccs2)C[C@@H]1n1cc(-c2ccc(F)cc2)nn1
  A: x; B: -2.3%; C: x; D: u; E: x; F: -113%; G: x; H: 32µM*; I: 4%

> Cc1ccc(CNC(=O)N2CCN(S(=O)(=O)c3ccccc3)CC2)cc1
  A: u; B: -1.3%; C: 1%; D: u; E: i; F: 5%; G: -1%; H: -8%; I: -5%

> COc1ccccc1CCC(=O)Oc1ccc(C#N)cc1OC
  A: 6%; B: -0.1%; C: 6%; D: -10%; E: i; F: -1%; G: 14%; H: -4%; I: -10%

> Cc1ccc(NC(=O)CSc2nnc(CNC(=O)c3ccccc3F)o2)cc1Cl
  A: 1%; B: 0.1%; C: 9%; D: -3%; E: i; F: 3%; G: 1%; H: 5%; I: 1%

> O=C(c1noc2c1CCCCC2)N1CCN(c2cccc(C(F)(F)F)c2)CC1
  A: x; B: -0.3%; C: u; D: u; E: x; F: -31%; G: 7%; H: x; I: x

> COc1ccccc1NC(=O)[C@@H]1CCCN1S(=O)(=O)c1ccc(Cl)cc1
  A: -2%; B: -1.9%; C: -26%; D: -19%; E: i; F: -15%; G: -9%; H: -7%; I: -9%

> CCc1ccc(C(=O)CN2C(=O)NC(C)(CCc3ccccc3)C2=O)cc1 (configuration not stated)
  A: u; B: 2.8%; C: 21%; D: 0%; E: i; F: -3%; G: 1%; H: 10%; I: -20%

> C=CCn1c(N)c(C(=O)Nc2cccc(C)c2)c2nc3ccccc3nc21
  A: u; B: 5.9%; C: u; D: -36%; E: i; F: -11%; G: u; H: -6%; I: -5%

> COc1ccccc1CNC(=S)NCc1ccc(F)cc1
  A: 8%; B: -0.5%; C: -4%; D: u; E: i; F: -31%; G: 3%; H: -30%; I: -3%

> O=C(C[C@H]1C[C@@H]2c3cc(NS(=O)(=O)c4ccccc4)ccc3O[C@@H]2[C@H](CO)O1)N1CCOCC1
  A: x; B: 0.2%; C: x; D: 1%; E: i; F: -3%; G: x; H: 8%; I: 6%

> COc1cc(C)c(C#N)c(OC)n1
  A: -3%; B: 0.5%; C: 5%; D: 0%; E: i; F: 4%; G: -3%; H: -7%; I: 6%

> Cc1ccc(C)c2[nH]c(=O)c(CCNC(=O)c3ccco3)cc12
  A: 13%; B: -0.1%; C: -14%; D: 9%; E: i; F: 5%; G: 0%; H: 6%; I: 5%

> COc1cc(OC)cc(C(=O)NCCC(=O)NCCc2ccc(OC)c(OC)c2)c1
  A: -2%; B: -0.4%; C: -15%; D: -17%; E: i; F: 0%; G: -1%; H: -8%; I: -2%

> O=C(COc1cc2oc(=O)c3c(c2cc1Cl)CCCC3)N1C[C@H]2C[C@@H](C1)c1cccc(=O)n1C2
  A: u; B: 0.1%; C: -8%; D: 8%; E: i; F: -3%; G: 3%; H: -5%; I: 24%

> COc1ccc(C[C@H]2CN3C(=NC[C@@H]3Cc3ccc(O)cc3)N2CCNC(=O)c2ccc(C)c(Br)c2)cc1
  A: 5%; B: -4.8%; C: 10%; D: u; E: x; F: 16µM*; G: -20%; H: 25µM*; I: 0%

> Nc1nc(N)c2cc([N+](=O)[O-])ccc2n1
  A: 0%; B: 2.6%; C: 28%; D: 7%; E: i; F: 0%; G: -18%; H: -10%; I: -6%

> CCCCCCCCc1c(O)nc(-n2[nH]c(C)c(CCO)c2=O)[nH]c1=O
  A: -17%; B: -0.9%[9.22 µM]; C: 2%; D: 8%; E: i; F: 5%; G: 6%; H: -1%; I: 6%

> Cc1nnc(NC(=O)C2CCN(S(=O)(=O)c3ccc(F)c(F)c3)CC2)o1
  A: -1%; B: -1.2%; C: -1%; D: 5%; E: i; F: 3%; G: -3%; H: 1%; I: 3%

> CC12/C(=N/O)C3C4CC5C3/C(=N/O)C1C5C42 (configuration not stated)
  A: 1%; B: -0.9%; C: 5%; D: 1%; E: i; F: -63%; G: -7%; H: -1%; I: 0%

> COc1ccc(S(N)(=O)=O)cc1C(=O)NNC(=O)C1COc2ccccc2O1 (configuration not stated)
  A: 0%; B: 0.2%; C: 18%; D: 22%; E: i; F: 11%; G: 1%; H: -8%; I: 15%

A portion of the library (hit frequency here may not be typical).
